Screening results: PubChem, several laboratories
MgcRacGAP inhibition = MgcRacGAP GTPase-activating activity inhibitors, confirmation, biochemical, ADP Hunter fluorescence. Rac GTPase-activating protein 1 (Homo sapiens). MgcRacGAP-stimulated Rac1 GTP hydrolysis, ADP Hunter fluorescence; higher % means a stronger effect; GST-tagged Rac1 F28L mutant substrate. one-dose inhibition, % at 30 µM; IC50 in µM for titrated hits. 340,000 tested, 0.6% active;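 active = first-screen hits whose inhibition reached a set limit at any dose in the follow-up dose series; inconclusive = inhibition above the set first-screen limit but never retested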;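 note: fluorescence reports GDP produced by GAP-driven GTP hydrolysis; strong numbers were not always called active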
GPR55 activation = GPR55 agonists via beta-arrestin recruitment, primary screen, imaging, U2OS cells, beta-arrestin-GFP redistribution (AID 1961) | G-protein coupled receptor 55 (Homo sapiens) | U2OS GPR55 beta-arrestin-GFP redistribution imaging; higher % means a stronger effect | one-dose activation, % at 10 µM; EC50 in µM for titrated hits | 290,000 tested, 0.048% active;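 active = activation above 40% with more than 50 cells counted in the well; inconclusive = wells holding fewer than 50 cells, flagged as toxic or sparse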;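 note: U2OS osteosarcoma cells stably expressing GPR55 and beta-arrestin-GFP; plate controls were DMSO negative control for no effect and LPI positive control for full effect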
GPR55 LPI antagonism = GPR55 antagonists blocking LPI-driven arrestin recruitment, primary screen, imaging, U2OS, beta-arrestin-GFP, LPI agonist (AID 2013); U2OS GPR55 beta-arrestin-GFP translocation imaging, LPI antagonism; higher % means a stronger effect; inhibition, % at 10 µM, or IC50 in µM where a hit was titrated; 290,000 tested, 0.13% active;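 active = spots per cell inhibited over 60%, with over 100 cells counted and total cytoplasm intensity under 500,000; inconclusive = wells with under 100 cells, flagged as likely toxic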;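 note: U2OS cells stably carrying GPR55 and arrestin-GFP stimulated by 5 µM LPI near EC80; imaged beta-arrestin-GFP aggregate spots per cell after agonist stimulation; plate controls were LPI-stimulated DMSO wells for no effect and DMSO wells without LPI for full effect; some results filed as inactive read as strong as hits; confirmed hits need IC50 under 10 µM and bright autofluorescent wells are also inconclusive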
KOR beta-arrestin-1 = KOR agonists, beta-arrestin recruitment, primary screen, cell-based, luminescence, uHTS (AID 1777); Kappa-type opioid receptor (Homo sapiens); activation, % at 10 µM, or EC50 in µM where a hit was titrated; 280,000 tested, 0.02% active; KOR beta-arrestin recruitment, luminescence; higher % means a stronger effect; in the data active = activation above about 50%, passing the limit was not always enough; note: a part of the inactive calls stands beside numbers as strong as those of hits
K1F lysis inhibition = inhibition of K1F phage lysis, E. coli UTI89, bacterial capsule biogenesis inhibitors, alamar blue (AID 488966). E. coli UTI89 K1F phage lysis, alamar blue, 2 h; higher % means a stronger effect. inhibition, % at 100 µM; hits with a dose series show IC50 in µM. 340,000 tested, 0.02% active;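 active = phage lysis inhibition, versus mean bacterial control, above a set limit; inconclusive = no clear call, values can overlap the other calls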;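 note: capsule biogenesis inhibitors block K1F phage lysis so surviving cells raise fluorescence; higher fluorescence means more inhibition of phage lysis; actives were called in the ten point dose series up to 300 µM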
NTR1 ag = agonists of NTR1, primary screen, imaging, U2OS cells, beta-arrestin-GFP, high content (AID 493036); Neurotensin receptor type 1 (Homo sapiens), P30989; NTR1-U2OS beta-arrestin-GFP spot imaging, agonist mode; activation, % at 20 µM; 330,000 tested, 0.17% active;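 active = activation at or above 40% of the spot to cytoplasm intensity ratio, with at least 20 cells analyzed; inconclusive = wells under 20 cells, flagged as cytotoxic or low count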;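 note: 0% = DMSO without peptide and 100% = 100 nM NTR1 peptide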
Target sequence (P30989 whole entry, looked up): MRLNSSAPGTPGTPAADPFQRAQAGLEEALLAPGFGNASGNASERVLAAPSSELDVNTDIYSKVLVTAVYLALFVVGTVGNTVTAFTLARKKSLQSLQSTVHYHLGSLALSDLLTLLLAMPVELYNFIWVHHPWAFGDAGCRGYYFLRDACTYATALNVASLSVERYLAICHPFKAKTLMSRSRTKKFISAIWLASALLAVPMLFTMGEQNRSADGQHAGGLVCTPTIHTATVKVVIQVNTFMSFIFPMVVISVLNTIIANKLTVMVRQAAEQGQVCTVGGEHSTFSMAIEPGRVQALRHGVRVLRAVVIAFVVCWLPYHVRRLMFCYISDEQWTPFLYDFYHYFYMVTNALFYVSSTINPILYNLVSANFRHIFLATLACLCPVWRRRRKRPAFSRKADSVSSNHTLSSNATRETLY
GPR35 antagonists = GPR35 antagonists blocking zaprinast-driven arrestin recruitment, primary screen, imaging, U2OS, beta-arrestin-GFP, zaprinast agonist (AID 2058); G-protein coupled receptor 35 (Homo sapiens); U2OS GPR35 beta-arrestin-GFP translocation imaging, zaprinast antagonism; higher % means a stronger effect; inhibition, % at 10 µM; hits with a dose series show IC50 in µM; 290,000 tested, 0.052% active;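 active = inhibition of at least 50% with at least 30 cells and total cytoplasm GFP at most 10,000,000; inconclusive = under 30 cells or total GFP of 10,000,000 plus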
KOR beta-arrestin-2 = KOR antagonists, beta-arrestin recruitment, cell-based, luminescence, uHTS (AID 1778); one-dose inhibition, % at 10 µM; IC50 in µM for titrated hits; 290,000 tested, 0.091% active; KOR beta-arrestin recruitment, luminescence, antagonist mode; higher % means a stronger effect; Kappa-type opioid receptor (Homo sapiens); in the data active = inhibition above about 50%; note: strong numbers were not always called active
NOD1 inhibition = NOD1 signaling inhibitors, primary screen, cell-based, luminescence, uHTS (AID 1578). NOD1-driven NF-kB luciferase reporter cells, luminescence; higher % means a stronger effect. one-dose inhibition, % at 4 µM; EC50 in µM for titrated hits. 290,000 tested, 1% active; in the data active = inhibition mostly above about 36%, no sharp cut-off; inactive = mostly below about 34%;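 note: HEK-293T reporter cells stimulated with the NOD1 agonist gamma-tri-DAP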
NTR1 ag cell count 20 µM = further read-out of NTR1 ag, marked with its call; cell count; measured here: cell count, cytotoxicity flag
Starred values were filed as active, the others as inactive; i = inactive; ? = inconclusive; . = not tested or not shown; [ ] = dose if it differs, or a comment.

No.	Compound	MgcRacGAP inhibition	GPR55 activation	GPR55 LPI antagonism	KOR beta-arrestin-1	K1F lysis inhibition	NTR1 ag	NTR1 ag cell count 20 µM	GPR35 antagonists	KOR beta-arrestin-2	NOD1 inhibition
1	CN(C)C(CNS(=O)(=O)c1ccc(F)cc1)c1cccnc1 (stereo not drawn)	15%	0.4%	11%	-1.7%	2.1%	3.2	53	19%	-8%	-4%
2	CN(Cc1cnn(C)c1)C(=O)C1CCC(=O)N(C2CCCCCC2)C1 (stereo not drawn)	4%	-0.1%	-3%	4.8%	0.0%	-0.4	65	9%	-35%	-23%
3	CS(=O)(=O)N1CCC(C(=O)NCc2ccco2)CC1	3%	-0.2%	7%	2.1%	2.1%	0.0	59	-15%	21%	-15%
4	CC(=O)C(Sc1ccc2nnc(-c3ccc(C)cc3)n2n1)C(C)=O	6%	0.3%	2%	-6.1%	-0.5%	-1.6	55	-4%	-3%	2%
5	NC(=O)c1ccc(NCCCN2CCOCC2)c([N+](=O)[O-])c1	11%	0.2%	-5%	.	0.3%	0.2	71	23%	-45%[20 µM]	-32%
6	Cc1ccc(-c2ncns2)cc1	13%	0.2%	15%	1.5%	0.0%	1.4	63	10%	8%	1%
7	CCOC(=O)CC(N)c1ccc(OC)cc1 (stereo not drawn)	-2%	-0.1%	0%	-0.1%	-0.7%	0.8	49	-16%	-30%	-1%
8	O=C(Nc1ccc(Br)cc1)c1ccc(-n2cnnn2)cc1	2%	0.2%	-12%	-7.6%	0.6%	0.6	37	-15%	2%	-3%
9	CCN(CC)CCNC(=O)COc1ccc(Cl)cc1Cl	2%	0.1%	8%	-0.1%	0.7%	0.5	45	0%	16%	22%
10	C/C(=N\O)C(C)Oc1ccc(Cl)cc1 (stereo not drawn)	0%	0.6%	10%	-12%	-1.7%	1.3	50	-3%	12%	-3%
11	Cc1ccc(S(=O)(=O)N2CCN(C(=O)C3CCCO3)CC2)cc1C (stereo not drawn)	4%	0.0%	-2%	1.7%	-0.1%	0.6	81	-5%	-7%	-1%
12	CCOC(=O)N/N=C(C)/C=C/c1ccco1	-10%	0.3%	-6%	8.3%	0.3%	1.5	88	-3%	9%	-1%
13	CC(C)C[C@@H](CN(C)N=O)N(C[C@H](Cc1ccccc1)N(CCc1ccccc1)N=O)N=O	4%	-0.1%	7%	1.1%	-0.1%	0.6	64	-17%	-11%	-32%
14	Cc1cc(C)cc(OC(C)C(=O)NCCCn2ccnc2)c1 (stereo not drawn)	3%	0.0%	10%	1.1%	-0.1%	-1.0	68	-12%	10%	-21%
15	c1ccc2c(NC3=NCCCCS3)cccc2c1	13%	-0.3%	3%	-4.3%	3.3%	2.1	61	11%	-16%	-11%
16	Cc1nc2ccccc2nc1OCC(=O)NCC(F)(F)F	7%	0.4%	10%	0.3%	4.2%	0.0	61	-5%	-16%	-34%
17	Nc1nc2ccc(C(=O)NC3CCCCC3)cc2s1	10%	-0.2%	10%	0.7%	0.8%	0.4	25	-7%	-21%	-20%
18	COc1ccc(CN2CCN(Cc3ccco3)CC2)cc1OC	69µM*	-0.1%	-3%	-7.3%	-2.1%	-0.9	61	10%	11%[20 µM]	-26%
19	Cc1ccc(NC(=O)C(=O)NCCN2CCN(S(=O)(=O)c3ccccc3)CC2)cc1C	6%	-0.1%	5%	-2.8%	-0.2%	1.3	27	0%	-47%[20 µM]	-15%
20	CN(C)CCN(Cc1ccco1)C(=O)c1cc2c(Cl)nc3ccccc3c2s1	15%	0.5%	-25%	-5.0%	0.0%	-1.8	72	14%	-15%	-24%
21	O=[N+]([O-])c1c(Nc2ccccc2O)ccc2nonc12	3%	0.8%	9%	-4.4%	1.6%	0.2	37	-13%	36%	-10%
22	COc1ccc(Nc2cc(C)nc3ccccc23)cc1	21%	-0.4%	22%	-0.2%	-2.1%	5.3	50	-5%	15%	-15%
23	O=C(C1CCCO1)N1CCN(c2ccc(F)cc2)CC1 (stereo not drawn)	5%	0.3%	-7%	-2.8%	4.8%	0.7	75	-9%	9%	-25%
24	Cc1ccc2c(c1)N(Cc1cccc(Cl)c1)C(=O)c1cccnc1O2	5%	1.1%	27%	-0.6%	0.0%	2.0	83	-4%	-24%	0%
25	CCOC(=O)COc1ccc2c(C)cc(=O)oc2c1C(=O)c1ccccc1	2%	-0.1%	16%	-2.8%	-0.6%	3.1	51	-11%	0%	6%
26	CC(=O)c1cccc(NC(=O)/C(=C/c2ccncc2)NC(=O)c2ccccc2)c1	4%	-0.4%	6%	7.0%	-0.3%	-1.1	43	6%	-71%	-8%
27	CCSc1nc2c(c(=O)[nH]1)C(c1cccs1)C(C(=O)OC)=C(C)N2 (stereo not drawn)	12%	-0.3%	11%	4.5%	-0.3%	-1.3	83	-12%	-13%	-35%
28	COc1cccc(NC(=O)CSC2=C(C#N)C(c3ccco3)C3=C(CCCC3=O)N2)c1 (stereo not drawn)	7%	-0.1%	-19%	0.0%	-1.4%	-5.3	77	13%	24%	-20%
29	CC(C)(C#CC(O)(c1ccccc1)c1ccccc1)N1CCCCC1	13%	0.4%	-5%	-7.1%	0.9%	-0.1	61	16%	31%	18%
30	COCCNC(=O)c1ccc(NS(=O)(=O)c2cc(C)ccc2C)cc1	3%	-0.2%	8%	0.6%	i	-0.4	59	30%	-10%	-16%

Other entries follow:
No.	Compound	MgcRacGAP inhibition	GPR55 activation	GPR55 LPI antagonism	KOR beta-arrestin-1	K1F lysis inhibition	NTR1 ag	NTR1 ag cell count 20 µM	GPR35 antagonists	KOR beta-arrestin-2	NOD1 inhibition
31	Cn1c(CCn2ccccc2=O)nc2cc(NC(=O)COc3ccccc3)ccc21	7%	-0.1%	0%	2.8%	-0.2%	0.5	55	4%	-46%	-33%
32	CCOC(=O)N1CCN(c2cc(=O)n(-c3ccc(Br)cc3)c(=O)[nH]2)CC1	-5%	0.3%	-2%	-3.1%	3.3%	3.3	46	-20%	17%	-17%
33	Cc1cccc2nc(-c3ccco3)c(Nc3ccccc3)n12	19%	-0.3%	3%	-0.8%	0.5%	2.6	61	5%	-2%	-5%
34	CCOc1cc(C(=O)OCC(=O)Nc2c(C)cccc2C)ccc1OCC(=O)N1CCOCC1	4%	0.0%	-2%	15%	-0.1%	-0.2	80	-11%	-6%	-14%
35	CC(C)=CC(=O)Nc1ccc(OCc2ccccc2)cc1	16%	2.3µM*	3%	-2.7%	0.1%	-0.6	81	2%	-9%[20 µM]	-32%
36	COC(=O)c1ccc(NC(=S)NC2CCc3ccccc32)cc1 (stereo not drawn)	12%	0.8%	9%	.	0.3%	1.0	94	4%	-4%	-7%
37	O=C(O)CSCC(=O)N1CCN(S(=O)(=O)c2cc(Cl)cc(Cl)c2)CC1	11%	0.0%	6%	-0.7%	-2.8%	0.9	46	1%	11%	3%
38	COc1cc(C(C[N+](=O)[O-])c2c(-c3ccccc3)cc3ccccn23)cc(OC)c1OC (stereo not drawn)	8%	0.8%	3%	7.4%	0.2%	2.2	101	10%	-84%	31%
39	O=C1C2C3C=CC(C2C(=O)N1C1CCCCC1)C1C2C(=O)N(C4CCCCC4)C(=O)C2C31 (stereo not drawn)	7%	-0.2%	6%	-4.5%	0.1%	0.6	62	-5%	3%	-22%
40	O=C(c1ccc(S(=O)(=O)N2CCOCC2)cc1)N(c1cccc(Cl)c1)C1C=CS(=O)(=O)C1 (stereo not drawn)	-1%	-0.3%	3%	-3.6%	-0.1%	0.2	58	-4%	12%	-24%
41	O=C(Nc1cccc(-n2cnnn2)c1)c1cnccc1Cl	1%	-0.1%	-7%	1.9%	1.6%	0.6	55	6%	101%	-6%
42	CCCC(=O)NC(=S)Nc1ccc(Cl)cn1	5%	-0.1%	-16%	-2.1%	0.0%	1.8	95	-8%	10%	-15%
43	COC(=O)c1ccc(Cl)c(NC(=O)CN(c2ccc(OC)c(OC)c2)S(C)(=O)=O)c1	5%	0.0%	7%	3.4%	0.0%	-0.7	58	-3%	5%	-15%
44	c1ccc(-c2cn3cccnc3n2)cc1	2%	0.2%	2%	-3.1%	0.6%	1.1	56	-2%	47%	-26%
45	COc1ccc(CNCc2cc(OC)ccc2OC)cc1	?	-0.2%	4%	1.7%	0.3%	0.5	52	-3%	-20%[20 µM]	-20%
46	CCN(CC)C(=O)c1nn(Cc2ccccc2)c(=O)c2ccccc12	6%	-0.2%	10%	-1.9%	1.1%	-0.8	59	5%	-11%	-3%
47	O=C1N/C(=N\N=C\c2ccco2)SC1Cc1ccccc1[N+](=O)[O-] (stereo not drawn)	12%	0.7%	6%	-6.0%	0.6%	0.4	65	-12%	38%	-7%
48	Nc1ccc(C(=O)OCc2nc3ccccc3s2)cc1	0%	-0.2%	-3%	-4.6%	0.3%	1.4	58	-11%	-10%	-30%
49	COc1ccccc1N1CCN(c2ccc([N+](=O)[O-])cn2)CC1	3%	-0.1%	7%	0.6%	0.2%	2.6	73	12%	13%	15%
50	COc1cc(NC(=O)Cc2ccccc2OC)cc(OC)c1	2%	-0.1%	-3%	-3.0%	0.4%	-1.4	82	-3%	-52%	-19%
51	C1CC2CN(c3nc4nonc4nc3N3CCSCC3)CCN2C1 (stereo not drawn)	8%	-0.2%	4%	-0.9%	-0.3%	3.7	39	11%	-11%	-52%
52	CC(C)=CCN1CCN(Cc2cccn2-c2ncccn2)CC1CCO (stereo not drawn)	2%	0.3%	14%	-11%	0.3%	1.7	60	3%	-16%[20 µM]	-13%
53	COc1ccc2[nH]c(=O)c(CN(CCO)S(=O)(=O)c3ccc4c(c3)OCCO4)cc2c1	2%	-0.1%	0%	1.2%	0.1%	0.4	57	-13%	-13%	-12%
54	CC(C)CC(=O)Nc1cc2nn(-c3ccccc3)nc2cc1Cl	5%	-0.1%	-11%	-2.1%	0.1%	-5.3	74	1%	-14%	-34%
55	COc1cccc(CNC(=O)C2CCN(S(=O)(=O)N3CCCCC3)CC2)c1	13%	-0.1%	-3%	1.1%	-0.4%	-1.3	75	15%	-15%	.
56	CC(Cc1c[nH]c2ccccc12)C(=O)O (stereo not drawn)	-8%	-0.2%	18%	-2.6%	-0.6%	-0.5	80	-4%	0%	-34%

This is a subset; rates above refer to the full screens.
